# IDE cell activ = activators of human insulin-degrading enzyme in cells | P14735 | HEK cells, FAbeta-B cleavage, fluorescence polarization; 0% vehicle, 100% cell-free pure enzyme wells | activation, % at 5.96 µM | 340,000 tested, 0.073% active | AID 493087;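 active means activation above the mean of all tested compounds plus 3 SD, set per screening campaign, cut at about 17% in these data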
# Target sequence (P14735 whole entry, looked up): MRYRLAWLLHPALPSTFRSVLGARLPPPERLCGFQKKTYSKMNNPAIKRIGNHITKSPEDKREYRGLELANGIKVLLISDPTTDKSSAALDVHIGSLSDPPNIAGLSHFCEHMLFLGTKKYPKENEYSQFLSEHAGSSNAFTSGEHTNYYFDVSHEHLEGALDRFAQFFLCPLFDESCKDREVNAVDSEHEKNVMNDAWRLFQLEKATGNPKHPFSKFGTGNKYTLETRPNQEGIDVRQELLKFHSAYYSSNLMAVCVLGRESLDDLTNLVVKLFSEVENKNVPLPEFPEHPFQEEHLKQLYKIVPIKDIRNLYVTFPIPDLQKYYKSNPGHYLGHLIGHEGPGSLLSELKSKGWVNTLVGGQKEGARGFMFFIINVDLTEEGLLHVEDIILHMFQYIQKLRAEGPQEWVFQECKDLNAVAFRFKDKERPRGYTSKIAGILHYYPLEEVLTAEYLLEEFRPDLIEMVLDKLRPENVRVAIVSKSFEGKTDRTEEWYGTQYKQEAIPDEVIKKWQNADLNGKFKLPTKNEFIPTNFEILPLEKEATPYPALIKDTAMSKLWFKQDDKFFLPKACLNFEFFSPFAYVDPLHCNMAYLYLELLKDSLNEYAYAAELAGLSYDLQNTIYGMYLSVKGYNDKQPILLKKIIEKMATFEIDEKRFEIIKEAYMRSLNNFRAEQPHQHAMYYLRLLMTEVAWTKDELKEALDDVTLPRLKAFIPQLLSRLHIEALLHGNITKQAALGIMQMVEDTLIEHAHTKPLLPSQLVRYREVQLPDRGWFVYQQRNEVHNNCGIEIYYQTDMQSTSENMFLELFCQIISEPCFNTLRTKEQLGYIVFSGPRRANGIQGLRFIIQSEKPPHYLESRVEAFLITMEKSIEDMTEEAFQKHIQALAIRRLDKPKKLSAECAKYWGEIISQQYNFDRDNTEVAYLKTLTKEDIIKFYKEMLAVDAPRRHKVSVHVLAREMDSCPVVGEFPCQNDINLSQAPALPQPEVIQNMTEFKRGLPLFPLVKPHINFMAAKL
# IDE cell inh = inhibits human insulin-degrading enzyme in HEK cells. 320,000 tested, 0.41% active. inhibition, % at 5.59 µM. AID 434962. FAbetaB cleavage, fluorescence polarization. P14735;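 active means percent inhibition above the average of all tested compounds plus 3 SD, set per screening campaign, cut at about 16% in these data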;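 further: IDE supplied by intact live HEK cells; FP after avidin binding of uncleaved biotin substrate so inhibition keeps polarization high; 0% = DMSO wells and 100% = 60 µM reference IDE inhibitor Ii1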
# * hit, by the source's call.
SMILES | IDE cell activ | IDE cell inh
Cc1noc(C)c1NC(=O)N(C)C[C@H]1Oc2ccc(NC(=O)CCC(F)(F)F)cc2C(=O)N([C@H](C)CO)C[C@@H]1C | 0 | 0
CCN(CC)C(=O)c1ncn(C)c1C(=O)N(CC)CC | -2 | 4
CCOc1ccc2nc(NC(=O)c3ccc(C)o3)sc2c1 | 3 | 0
Cc1ccc(NC(=O)COC(=O)c2ccc3c(=O)n4c(nc3c2)CCC4)c(Br)c1 | 2 | 6
COc1ccc(C(=O)C(C)OC(=O)CNC(=O)C2CCCCC2)cc1 (stereo not drawn) | 3 | -3
COc1cc([C@@H]2CC=C(C(=O)O)[C@H](c3ccccc3F)N2S(=O)(=O)c2ccc(C)cc2)cc(OC)c1OC | -4 | 0
COc1ccc(NC(=O)CN(C)C(=O)C(C)N2C(=O)c3ccccc3C2=O)cc1 (stereo not drawn) | 6 | -3
O=C(Nc1ccccc1F)C1CCCN1S(=O)(=O)c1ccc(Cl)cc1 (stereo not drawn) | 5 | 1
O=C(NCC(=O)N1CCN(c2ncccn2)CC1)c1ccc(F)cc1 | 1 | 5
O=C(/C=C/c1ccco1)OCC(=O)N1CCCCC1 | 5 | -1
Cc1cc(NC(=O)CSCC(=O)N2CCN(c3cccc(C)c3C)CC2)no1 | 2 | 1
Cc1cc(NC(=O)CSCC(=O)OC(C)C(=O)c2cc(C)c(C)cc2C)no1 (stereo not drawn) | 2 | 1
CC(=O)c1cccc(NC(=O)CN2CCN(S(=O)(=O)/C=C/c3ccccc3)CC2)c1 | 0 | -7
CC(=O)OC(C)(C)/C=C/C(=O)[C@](C)(O)C1[C@H](O)C[C@@]2(C)C3CC=C4C(C=C(O[C@@H]5O[C@H](CO)[C@@H](O)[C@H](O)[C@H]5O)C(=O)C4(C)C)[C@]3(C)C(=O)C[C@]12C (stereo partly drawn) | 4 | 8
O=C(COC(=O)CSc1ccccc1)Nc1ccc(F)cc1F | -2 | -2
COc1cccc(CNC(=O)COC(=O)c2cc(Br)c(Br)s2)c1 | -1 | -4
CC(C)(C)OC(=O)NOCC(=O)N(Cc1ccccc1)CC(O)COc1ccccc1 (stereo not drawn) | -1 | 4
O=C1N[C@H](Cc2ccccc2)COC(=O)[C@@H](Cc2ccc(F)cc2)CC/C=C/C[C@H]1CC(=O)N(CCO)Cc1ccccc1 | 2 | 2
CN(C(=O)c1ccc(NC(=O)C2CCCN(C(=O)OC(C)(C)C)C2)cc1)C1CCC1 (stereo not drawn) | 1 | -1
Cc1ccc(NC(=O)COC(=O)COc2cccc3c2OC(C)(C)C3)cc1S(=O)(=O)N1CCOCC1 | 4 | -2
Cc1ccc(S(=O)(=O)Nc2ccc3cn[nH]c3c2)c(C)c1 | 1 | 3
Cc1cc(C)c(NC(=O)CSc2cccc[n+]2[O-])c(C)c1 | 4 | 0
Cc1ccc(NC(=O)COC(=O)Cn2nc(-c3ccc(F)cc3)oc2=O)cc1C | 4 | 14
CC(C)NC(=O)N(C)C[C@H]1Oc2c(NC(=O)Cc3ccccc3)cccc2C(=O)N([C@H](C)CO)C[C@@H]1C | 5 | -1
NC(=O)c1ccnc2c(O)cccc12 | 4 | -3
O=C(Nc1nccs1)C1=COCCO1 | 2 | -1
Cc1noc(C)c1CSCC(=O)Nc1nc2ccc(F)cc2s1 | 2 | 1
Cc1ccc(S(=O)(=O)N2CCC(C(=O)NN3CCCCC3)CC2)cc1 | 3 | -2
CC1(C)CCC[C@@]2(C)CC=C(C(=O)O)[C@@H]3C[C@]312 | 1 | -3
CCCCCCCCCCCCCCCC[N+](C)(C)CC | 10 | -2

# New compounds follow:
SMILES | IDE cell activ | IDE cell inh
CNS(=O)(=O)c1ccc(C(=O)NCC(=O)NCCc2ccc3c(c2)OCCO3)cc1 | 6 | -2
COc1ccc(Cl)cc1NC(=O)CN(C)C(=O)CSc1ccc2c(c1)OCCO2 | 1 | -5
CC(C)Oc1ccc(N2CC(C(=O)Nc3ccccc3C(=O)NC3CC3)CC2=O)cc1 (stereo not drawn) | 0 | 12
O=C(Cc1cccc([N+](=O)[O-])c1)Nc1cccc(C(=O)N2CCCCC2)c1 | 2 | 5
COc1ccccc1OCCNC(=O)c1ccc2c(c1)OCCO2 | 6 | -1
O=C(C1COc2ccccc2O1)N1CCN(S(=O)(=O)c2cc(F)ccc2F)CC1 (stereo not drawn) | 6 | 5
NC1(C#Cc2ccc3oc(=O)c(-n4cc(-c5ccsc5)nn4)cc3c2)CCCCC1 | -1 | 1
Cc1ccc(CNC(=O)COc2ccc(S(=O)(=O)N3CCOCC3)cc2)cc1 | 4 | 0
CC1(C)OC(=O)C=C[C@]2(C)[C@H]3CC[C@@]4(C)[C@H](c5ccoc5)OC(=O)[C@H]5O[C@]54[C@]3(C)C(=O)C[C@@H]12 | -2 | 2
COC(=O)[C@]1(C)N[C@H](CN(C)S(=O)(=O)c2ccccc2)[C@@H]2C(=O)N(C)C(=O)[C@@H]21 | 0 | -1
CN(Cc1ccccc1)C(=O)COC(=O)CCC(=O)c1ccc(F)cc1 | 2 | 2
Cc1cc(C)n(CCCNC(=O)C(C)(C)Oc2ccc(Cl)cc2)n1 | 1 | 2
Cc1cccc(OCC(=O)NNC(=O)c2ccccc2OCc2c(C)noc2C)c1 | 4 | 2
CSc1ccccc1NC(=O)c1ccc(N2CCCC2=O)cc1 | 4 | -2
CCOC(=O)c1cnc(SCC(=O)OCC(=O)N(CC)C2CCS(=O)(=O)C2)nc1N (stereo not drawn) | 0 | -3
Cc1cc(F)ccc1NC(=O)CCc1ccc(S(=O)(=O)N2CCOCC2)cc1 | 1 | -3
CCc1ccc(N2CC(C(=O)Nc3cccc(S(=O)(=O)N4CCCC4)c3)CC2=O)cc1 (stereo not drawn) | -4 | -1
O=C(OCC(=O)N(c1ccccc1)C1CCCCC1)c1ccc(CO)cc1 | 2 | 1
Cc1cc(C)c(NC(=O)CCCn2c(=O)oc3ccccc32)c(C)c1 | 3 | -1
CC(OC(=O)CCNS(=O)(=O)c1cccs1)C(=O)Nc1ccc(S(N)(=O)=O)cc1 (stereo not drawn) | -7 | -5
COc1ccccc1-n1nnnc1SCC(=O)NCC1(N2CCOCC2)CCCCC1 | -17 | 6
CN(C1CCCCC1)S(=O)(=O)c1ccc(SCC(=O)C(C)(C)C)nc1 | 5 | -1
Cc1csc(NC(=O)c2c(-c3c(F)cccc3Cl)noc2C)n1 | 5 | -1
CCC1CCCCN1C(=O)COC(=O)c1cc(=O)[nH]c2ccccc12 (stereo not drawn) | -1 | 3
COc1ccc(C(CNC(=O)c2cccc(S(=O)(=O)Nc3ccccc3Cl)c2)N2CCOCC2)cc1 (stereo not drawn) | 1 | -3
CCCCCCSc1ccc(-c2nc3ccccn3c2NCCCC)cc1 | 6 | 2
O=C(OCC(=O)c1ccc(Cl)cc1Cl)c1ccccn1 | 3 | 1
COc1ccc(CCN(C)C(=O)c2cc(S(=O)(=O)N3CCCCCC3)ccc2OC)cc1OC | 3 | 2
O=C(CN1C(=O)NC2(CCCCCC2)C1=O)c1cccs1 | -1 | 1
Cc1cc(C)cc(OCC(=O)OCC(=O)Nc2cc(S(=O)(=O)N3CCOCC3)ccc2C)c1 | 3 | -5

# 14 structures out of the list, arranged by count of non-hydrogen atoms, rising.
SMILES | IDE cell activ | IDE cell inh
O=C(OCC(=O)c1ccc(Cl)cc1Cl)c1ccccn1 | 3 | 1
O=C(CN1C(=O)NC2(CCCCCC2)C1=O)c1cccs1 | -1 | 1
Cc1csc(NC(=O)c2c(-c3c(F)cccc3Cl)noc2C)n1 | 5 | -1
Cc1cc(C)n(CCCNC(=O)C(C)(C)Oc2ccc(Cl)cc2)n1 | 1 | 2
Cc1cc(C)c(NC(=O)CCCn2c(=O)oc3ccccc32)c(C)c1 | 3 | -1
CN(Cc1ccccc1)C(=O)COC(=O)CCC(=O)c1ccc(F)cc1 | 2 | 2
O=C(Cc1cccc([N+](=O)[O-])c1)Nc1cccc(C(=O)N2CCCCC2)c1 | 2 | 5
Cc1ccc(CNC(=O)COc2ccc(S(=O)(=O)N3CCOCC3)cc2)cc1 | 4 | 0
O=C(C1COc2ccccc2O1)N1CCN(S(=O)(=O)c2cc(F)ccc2F)CC1 (stereo not drawn) | 6 | 5
CNS(=O)(=O)c1ccc(C(=O)NCC(=O)NCCc2ccc3c(c2)OCCO3)cc1 | 6 | -2
CC(C)Oc1ccc(N2CC(C(=O)Nc3ccccc3C(=O)NC3CC3)CC2=O)cc1 (stereo not drawn) | 0 | 12
CC1(C)OC(=O)C=C[C@]2(C)[C@H]3CC[C@@]4(C)[C@H](c5ccoc5)OC(=O)[C@H]5O[C@]54[C@]3(C)C(=O)C[C@@H]12 | -2 | 2
COc1ccc(CCN(C)C(=O)c2cc(S(=O)(=O)N3CCCCCC3)ccc2OC)cc1OC | 3 | 2
COc1ccc(C(CNC(=O)c2cccc(S(=O)(=O)Nc3ccccc3Cl)c2)N2CCOCC2)cc1 (stereo not drawn) | 1 | -3

# More records follow:
SMILES | IDE cell activ | IDE cell inh
Cc1csc(NC(=O)c2cccnc2Cl)n1 | -3 | -1
COc1ccc(C(CNC(=O)c2cccn2C)N2CCOCC2)cc1 (stereo not drawn) | 1 | 1
Cc1cc(NS(=O)(=O)c2ccc(NC(=O)/C=C/c3ccccc3)cc2)nc(C)n1 | 2 | 0
Cc1cc(C(=O)NNC(=O)C(C)NS(=O)(=O)c2ccccc2F)c(C)o1 (stereo not drawn) | 4 | -3
O=C(CSc1nc(=O)n(CCN2CCOCC2)c2c1CCCC2)Nc1ccc([N+](=O)[O-])cc1 | 1 | 6
Cc1cccc(C)c1OCC(=O)Nc1cc(Cl)ccc1-n1cncn1 | 3 | -1
COc1cc(/C=C/C(=O)N2CCC=CC2=O)cc(OC)c1OC | 5 | 6
Cc1ccc(S(=O)(=O)CCC(=O)OCc2cc(=O)oc3cc(C)ccc23)cc1 | -2 | -1
CCOc1ccc(S(=O)(=O)NCCC(=O)OCC(=O)NC(=O)c2cccn2C)cc1 | -3 | -2
CC(=O)c1ccc(NC(=O)C(C)O/N=C(\N)c2ccccc2)cc1 (stereo not drawn) | 3 | 1
Cc1ccccc1OCCC(=O)OCC(=O)NC1CC1 | 5 | 5
CC(=O)N1CCCc2ccc(NS(=O)(=O)c3ccccc3)cc21 | 3 | -2
COc1ccc(S(=O)(=O)N2CCOCC2)cc1NC(=O)c1ccncc1 | 5 | -5
C=CCn1cnnc1SCC(=O)N(C)CC1COc2ccccc2O1 (stereo not drawn) | 2 | 6
CCCCOc1ccc(C(=O)NCC(=O)NCCCn2nc(C)cc2C)cc1 | 5 | 1
Cc1ccn2c(=O)c(NC(=O)c3cccs3)c(C)nc2c1 | 5 | 1
CNS(=O)(=O)c1ccc(C(=O)NCC(=O)NCCC(c2ccccc2)c2ccccc2)cc1 | -2 | 0
O=S(=O)(c1ccc(Oc2ccc(Cl)cc2)nc1)N1CCOCC1 | 6 | -2
O=C1C=C(c2cccc3c2sc2ccccc23)C[C@@H](c2ccc(F)cc2)C1 | 1 | -2
CCNC(=O)N(CC)C[C@H]1N[C@@](C)(C(=O)OC)[C@H]2C(=O)N(Cc3ccccc3)C(=O)[C@@H]12 | 0 | 3
CN(C(=O)COC(=O)C1CSC2(C)CCC(=O)N12)c1ccccc1 (stereo not drawn) | 2 | -3
Cc1ccccc1OCC(=O)NNC(=O)c1ccc2c(=O)n3c(nc2c1)CCC3 | 3 | 6
Cc1ccc(S(=O)(=O)N(C)C[C@@H]2Oc3c(NC(=O)C4CC4)cccc3C(=O)N([C@@H](C)CO)C[C@@H]2C)cc1 | -1 | -2
Cc1cc(C)cc(NC(=O)COC(=O)CC2CCCC2)c1 | 1 | -1
Cc1cc(NC(=O)CSCC(=O)OCC(=O)c2cccc(Br)c2)no1 | -2 | 2
Cc1ccc(S(=O)(=O)NC(=O)Nc2cccc(S(=O)(=O)N(C)C)c2)cc1 | 6 | 2
Cc1noc(C)c1S(=O)(=O)Nc1ccc2c(c1)C(=O)N([C@H](C)CO)C[C@H](C)[C@@H](CN(C)S(=O)(=O)c1ccc(F)cc1)O2 | -1 | 4
COC(=O)c1ccc(CN(C(=O)N2CCN(C)CC2)S(=O)(=O)c2ccc(C)cc2)cc1 | 8 | -14
CC1CC(C)CN(C(=O)COC(=O)CCC(=O)c2cccs2)C1 (stereo not drawn) | 8 | 8
O=c1cccc2c1c1cc[nH]c3ccc(=O)n2c31 | -8 | 1

# Further results:
SMILES | IDE cell activ | IDE cell inh
CCN(CC(=O)Nc1ccccc1OC)C(=O)C1CCCC1 | 1 | 3
CC(=O)N1c2ccccc2C2CCCC[C@@H]21 (stereo partly drawn) | 4 | 6
Cc1ccc(SCC(=O)OCC(=O)NCCc2ccc(S(N)(=O)=O)cc2)c(C)c1 | 4 | 3
Cc1ccc(NS(=O)(=O)c2ccc(C)c(C(=O)NCC(c3ccccc3)N(C)C)c2)cc1 (stereo not drawn) | -1 | -1
COc1cc(CCCN2CCNC[C@@H]2C(C)O)cc(OC)c1OC (stereo partly drawn) | -4 | -1
COc1ccc(NC(=O)Nc2cccc3c2O[C@H](CN(C)C(=O)Nc2c(C)noc2C)[C@@H](C)CN([C@H](C)CO)C3=O)cc1 | 5 | 6
Cn1c(SCC(=O)N2CC(=O)Nc3ccccc32)nc2ccccc2c1=O | -5 | 1
Cc1ccc(NC(=O)CCN2C(=O)c3ccccc3S2(=O)=O)cc1F | -2 | -3
Cc1cc(C)n2c(SC(C)C(=O)NC3(C#N)CCCCC3)nnc2n1 (stereo not drawn) | 6 | 5
COc1cccc(CNC(=O)c2cc3c(cc2Cl)N2CCCCCC2=NS3(=O)=O)c1 | 0 | 2
CC(=O)c1ccc(S(=O)(=O)NCCC(=O)NC(C)c2ccncc2)cc1 (stereo not drawn) | 4 | 1
Cn1nc(C(=O)NNC(=O)c2ccc(Cl)cc2)ccc1=O | 3 | 7
COc1ccc(CCNC(=O)C(C)SCC(=O)Nc2ccc(F)cc2)cc1 (stereo not drawn) | 1 | 4
CCc1ccc(N2CC(C(=O)OCC(=O)Nc3ccc(C(C)=O)cc3)CC2=O)cc1 (stereo not drawn) | 4 | -2
CCCCn1c(N)c(N(CCC(C)C)C(=O)c2ccc(N3CCCC3=O)cc2)c(=O)[nH]c1=O | 7 | 11

# Screening results as filed in PubChem BioAssay.

# Not all compounds are listed; the hit share may differ from the screen's.
